Assay outcomes (PubChem BioAssay)
POLI inh: inhibitors of human DNA polymerase iota. Q9UNA4. Pol iota fluorescent replication assay, 10 min. Potency, µM (series often up to 115 µM), for the others: top-dose activity, negative = inhibition, hits mostly inhibitors. 390,000 compounds, 1% hits; further: potency means the concentration at half of the fitted maximal effect
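Fluorescent replication assay read twice, at 0 min and 10 min after adding 50 nM (final) substrate. Enzyme (10 nM) and compounds were first incubated 15 min at room temperature; enzyme-free buffer wells were negative controls.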
ALOX12 inh: blocks human arachidonate 12S-lipoxygenase. P18054. purified 12hLO, xylenol orange hydroperoxide absorbance. Potency, µM (titrated, usually from 108 µM), for inactives: at the highest dose activity change, negative = inhibition, usual class: inhibitors. 580,000 compounds, 1.1% hits. AID 1671190; further: potency means the concentration at half of the fitted maximal effect; on the % scale 0 is the no-effect control and ±100 the full control effect
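Hydroperoxide product was detected by ferrous iron/xylenol orange as the 573 to 405 nm absorbance ratio. Arachidonic acid at 40 uM (final) was turned over for 30 min at room temperature by 150 nM human 12hLO, pH 7.0 Hepes buffer, after 15 min compound preincubation.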
Pol kappa inh: blocks human DNA polymerase kappa activity | purified Pol kappa, fluorescent DNA synthesis assay, 10 min | Potency, µM (highest dose often 107 µM), for the others: top-dose activity, negative = inhibition, most hits filed as inhibitors | 400,000 compounds, 0.53% hits | AID 588579; further: potency means the concentration at half of the fitted maximal effect; on the % scale 0 is the no-effect control and ±100 the full control effect
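First, compounds were pin-transferred onto 10 nM Pol kappa. After 15 min at room temperature, substrate was added to 50 nM final. Fluorescence was then measured kinetically at 0 and 10 min.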
Pol beta inh: blocks human DNA polymerase beta activity; P06746; Pol beta primer extension/strand displacement, fluorescence kinetic; Potency, µM (top dose mostly 114 µM), inactives show top-dose activity change, negative = inhibition, hits mostly inhibitors; 340,000 compounds, 1.3% hits; further: potency means the concentration at half of the fitted maximal effect; on the % scale 0 is the no-effect control and ±100 the full control effect
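Human Pol beta at 10 nM; strand-displacement substrate 50 nM final. Compound exposure 15 min at room temperature before start, reaction 10 min at room temperature.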
BLM helicase inh: blocks DNA unwinding by human BLM helicase; AID 2528; recombinant BLM DNA unwinding, fluorescence dequenching; 350,000 compounds, 0.2% hits; P54132; Potency, µM (series often up to 56.1 µM), inactives show at the highest dose activity change, negative = inhibition, most hits filed as inhibitors;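 further: potency means the concentration at half of the fitted maximal effect; plate controls were vehicle for no effect and no enzyme for full effect; nearly all actives have a fitted effect of over 35% in size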
TRHR ag: activates the human TRH receptor | P34981 | TRHR cells, calcium flux fluo-8, FDSS agonist mode | activation, % at 2 µM | 360,000 compounds, 0.18% hits; in the data active means activation above about 30%; further: 0% is about no effect
Target sequence (P34981 whole entry, looked up): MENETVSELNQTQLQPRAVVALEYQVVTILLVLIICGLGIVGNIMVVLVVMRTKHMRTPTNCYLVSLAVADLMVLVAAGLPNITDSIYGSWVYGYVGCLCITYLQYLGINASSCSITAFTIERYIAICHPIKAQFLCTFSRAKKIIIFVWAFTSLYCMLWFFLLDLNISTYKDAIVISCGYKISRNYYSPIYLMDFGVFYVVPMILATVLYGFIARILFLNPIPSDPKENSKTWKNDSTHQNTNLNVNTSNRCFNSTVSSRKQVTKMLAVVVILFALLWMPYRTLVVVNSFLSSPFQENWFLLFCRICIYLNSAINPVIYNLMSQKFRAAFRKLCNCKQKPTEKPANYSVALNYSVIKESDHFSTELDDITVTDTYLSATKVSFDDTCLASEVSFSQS
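TRHR-expressing cells, plated overnight in medium with 10% serum, were loaded with fluo-8 calcium dye at room temperature. After a 10 s baseline, library compound was pin-added and calcium release was recorded kinetically (ex 480/em 530) as agonist response.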
APE1 inh: APE1 (human) endonuclease inhibition. 350,000 compounds, 0.35% hits. Potency, µM (doses to about 65.8 µM), for the others: top-dose activity change, negative = inhibition, hits mostly inhibitors. AID 2517. P27695. recombinant APE1, TAMRA/BHQ-2 abasic DNA cleavage fluorescence;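 further: potency means the concentration at half of the fitted maximal effect; plate controls were vehicle for no effect and reference inhibitor for full effect; nearly all actives have a fitted effect of over 55% in size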
Target sequence (P27695 whole entry, looked up): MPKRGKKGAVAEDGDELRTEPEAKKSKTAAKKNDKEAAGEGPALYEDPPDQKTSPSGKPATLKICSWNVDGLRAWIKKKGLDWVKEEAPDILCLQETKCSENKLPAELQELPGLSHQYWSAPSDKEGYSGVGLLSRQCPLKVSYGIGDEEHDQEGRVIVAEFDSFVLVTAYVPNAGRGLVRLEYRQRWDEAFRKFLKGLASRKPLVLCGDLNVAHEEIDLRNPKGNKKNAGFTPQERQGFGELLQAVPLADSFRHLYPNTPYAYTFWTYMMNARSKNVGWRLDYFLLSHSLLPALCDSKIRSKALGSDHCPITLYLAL
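APE1 at 0.75 nM preincubated 15 min at room temperature with compound. Reaction then started with 50 nM double-stranded THF-abasic substrate labelled with TAMRA/BHQ-2, and 525/598 nm fluorescence read kinetically. Activity taken as third-minus-first read difference, normalized to DMSO and NSC13755 controls.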
Anesthetic bind: binds horse apoferritin like a general anesthetic. P02791. AID 485281. 350,000 compounds, 0.074% hits. apoferritin/1-aminoanthracene competitive binding, fluorescence. Potency, µM (series often up to 77.5 µM), for inactives: at the top dose activity change, negative = displacement, hits mostly inhibitors; further: potency means the concentration at half of the fitted maximal effect; on the % scale 0 is the no-effect control and ±100 the full control effect; nearly all actives have a fitted effect of over 20% in size
Target sequence (P02791 2-175 limits assumed): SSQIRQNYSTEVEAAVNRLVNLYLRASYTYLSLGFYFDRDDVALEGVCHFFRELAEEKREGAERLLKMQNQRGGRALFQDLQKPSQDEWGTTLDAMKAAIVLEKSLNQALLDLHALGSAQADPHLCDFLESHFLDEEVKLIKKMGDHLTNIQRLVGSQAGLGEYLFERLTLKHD
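Apoferritin-based anesthetic binding model; compound displacement of fluorescent 1-AMA measured as endpoint fluorescence after 10 minutes at room temperature, scaled to free-ligand and complex controls.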
ERG-DNA inh: inhibitors of human ERG Ets domain-DNA interaction. fluorescence polarization, His-ERG Ets domain / labelled DNA. Potency, µM (highest dose often 76.9 µM), inactives show at the highest dose FP activity, negative = inhibition, hits mostly inhibitors. P11308. 370,000 compounds, 0.028% hits; active means well fitted inhibition curve with a large enough effect in the polarisation, with a control signal flat; inconclusive means small, poorly fitted or top-dose-only effect, or effect the other way, or a change in a side signal; inactive means no such curve, though single readings can be large or run the other way; the % refers to the polarisation;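 further: polarization taken with two DNA probes labelled with fluorescein and Texas red; potency means the concentration at half of the fitted maximal effect; % of control where 0% means no effect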
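His-tagged ERG Ets domain (1 uM in the protein solution; 300mM KCl, 50mM Tris-HCl, 1mM EDTA, 1mM DTT, pH 7.5) received compound, then a probe mix of 5 nM fluorescein-DNA and 100nM Texas-615-DNA. Fluorescence polarization was read for both dyes.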
* hit, by the source's call; [ ] = dose if it differs, or a comment. Unless noted, the call rests on the fitted dose curve; in most records, active means well fitted curve in the direction sought with a large enough effect; inconclusive means small, poorly fitted or top-dose-only effect, or another doubt; inactive means no such curve, though single readings can be large; an effect the other way counts as inactive or inconclusive.

`CCOc1ccc(-n2cnnn2)cc1S(=O)(=O)N1CCC(C)CC1C` (stereo not given) gave POLI inh -18%, ALOX12 inh 14%, Pol kappa inh 0%, Pol beta inh 1%, BLM helicase inh -6%, TRHR ag 0.2, APE1 inh -6%, Anesthetic bind -15% and ERG-DNA inh 8%.
CCOC(=O)c1c(NC(=O)c2noc3c2CC(C(C)(C)C)CC3)sc2c1CCCC2 (stereo not given) was read as POLI inh 12%, ALOX12 inh inconclusive, Pol kappa inh -9%, Pol beta inh 14%, BLM helicase inh -1%, TRHR ag 2.0, Anesthetic bind 5% and ERG-DNA inh 1%.
Screening Cc1cccc(N=C2NC(=O)/C(=C/c3cccs3)S2)c1 returned POLI inh 129%[activator], ALOX12 inh -7%, Pol kappa inh -16%, Pol beta inh 2%, BLM helicase inh -11%, TRHR ag -2.6, APE1 inh 0%, Anesthetic bind -6% and ERG-DNA inh 9%.
`COc1ccc(S(=O)(=O)N(C)C)cc1NCC(=O)Nc1ccc(Br)c(C)c1` gave POLI inh 71%[activator], ALOX12 inh -17%, Pol kappa inh -4%, Pol beta inh 6%, BLM helicase inh -8%, TRHR ag -0.9, APE1 inh -3%, Anesthetic bind -8% and ERG-DNA inh 6%.
`COC(=O)c1c(NC(=O)C(=O)NCCCN2CCOCC2)sc2c1CCC2` gave POLI inh 9%, ALOX12 inh 5%, Pol kappa inh -3%, Pol beta inh 17%, BLM helicase inh -1%, TRHR ag 0.0, APE1 inh 29%, Anesthetic bind inconclusive and ERG-DNA inh 2%.
CCn1c(=O)c2cc(C(=O)Nc3ccc(OC)cc3OC)sc2c2ccccc21 was read as POLI inh 11%, ALOX12 inh 19%, Pol kappa inh -16%, Pol beta inh -2%, BLM helicase inh -1%, TRHR ag -0.5, APE1 inh -1%, Anesthetic bind -1% and ERG-DNA inh 6%.
`Cc1cc(Cl)ccc1OC(C)C(=O)Nc1ccccc1N1CCOCC1` (stereo not given) gave POLI inh 25%, ALOX12 inh 5%, Pol kappa inh -16%, Pol beta inh -5%, BLM helicase inh -7%, TRHR ag 18, APE1 inh -4%, Anesthetic bind -3% and ERG-DNA inh 15%.
For CC1CN(C2CCN(S(=O)(=O)Cc3ccccc3)CC2)CC(C)O1 (stereo not given) the results were POLI inh 8%, ALOX12 inh inconclusive, Pol kappa inh -10%, Pol beta inh 5%, BLM helicase inh -3%, TRHR ag 0.1, APE1 inh -4%, Anesthetic bind -15% and ERG-DNA inh -3%.
For CCCN(CCC)C(=O)Cn1c(=O)n(-c2cccc(OC)c2)c(=O)c2c3c(sc21)CCCC3 the results were POLI inh 22%, ALOX12 inh -9%, Pol kappa inh 6%, Pol beta inh 9%, BLM helicase inh -8%, TRHR ag -1.5, Anesthetic bind -22% and ERG-DNA inh 3%.
For O=C(O)c1ccccc1-c1ccccc1C(=O)Nc1nccs1 the results were POLI inh 12%, ALOX12 inh -4%, Pol kappa inh 5%, Pol beta inh 5%, BLM helicase inh 0%, TRHR ag 0.1, APE1 inh 4%, Anesthetic bind -3% and ERG-DNA inh -2%.
Screening CCC(C)(C)n1nnnc1C(c1ccccc1OC)N1CCN(C(=O)c2ccco2)CC1 (stereo not given) returned POLI inh 132%[activator], ALOX12 inh 3%, Pol kappa inh 11%, Pol beta inh 41%, BLM helicase inh -1%, TRHR ag -2.9, APE1 inh 20%, Anesthetic bind 3% and ERG-DNA inh -10%.
For O=C(Nc1cccc(NC(=O)c2cccc(Cl)c2)c1)c1cccnc1 the results were POLI inh 40%[activator], ALOX12 inh -8%, Pol kappa inh 7%, Pol beta inh -2%, BLM helicase inh -8%, TRHR ag -0.3, APE1 inh 31%, Anesthetic bind 1% and ERG-DNA inh -5%.
`O=C(COc1cccnc1[N+](=O)[O-])Nc1cc(S(=O)(=O)N2CCCCC2)ccc1Cl` gave POLI inh inconclusive, ALOX12 inh 7%, Pol kappa inh 18%, Pol beta inh 30%, BLM helicase inh -10%, TRHR ag -0.1, APE1 inh 4%, Anesthetic bind -1% and ERG-DNA inh -1%.
Screening CCCn1nc(NS(=O)(=O)c2cccc3nonc23)c2cc3cccc(C)c3nc21 returned POLI inh inconclusive, ALOX12 inh -11%, Pol kappa inh -15%, Pol beta inh 15%, BLM helicase inh -3%, TRHR ag -0.7, APE1 inh -17%, Anesthetic bind inconclusive and ERG-DNA inh 13%.
O=C(C1CCN(C2CC(=O)N(c3cccc(Cl)c3)C2=O)CC1)N1CCCC1 (stereo not given) was read as POLI inh 6%, ALOX12 inh 267%[activator], Pol kappa inh -3%, Pol beta inh 9%, BLM helicase inh -9%, TRHR ag 0.3, APE1 inh 2%, Anesthetic bind 6% and ERG-DNA inh 10%.
`Cc1ccc(OCCC(=O)OCC(=O)NC2CCCC2)cc1` gave POLI inh 2%, ALOX12 inh 2%, Pol kappa inh -13%, TRHR ag -0.5, APE1 inh -12% and ERG-DNA inh 3%.
O=C(NCCc1ccc(Cl)cc1)c1ccc2c(c1)N(Cc1ccc(Cl)cc1)C(=O)CS2 was read as POLI inh 14%, ALOX12 inh -13%, Pol kappa inh -2%, Pol beta inh 26%, BLM helicase inh -6%, TRHR ag 0.8, Anesthetic bind -5% and ERG-DNA inh -6%.
Cc1ccc2c(c1)c1c(n2CC2COC(C)(C)O2)C(=O)CCC1 (stereo not given) was read as POLI inh 16%, ALOX12 inh inconclusive, Pol kappa inh -11%, Pol beta inh -23%, BLM helicase inh -6%, TRHR ag 0.3, APE1 inh 5%, Anesthetic bind -4% and ERG-DNA inh -2%.
`CN(c1cccc(Cl)c1)S(=O)(=O)c1cccc(C(=O)NCc2ccncc2)c1` gave POLI inh -21%, ALOX12 inh 181%[activator], Pol kappa inh -12%, TRHR ag -1.1, APE1 inh 8% and ERG-DNA inh -7%.
COc1ccc(C(=O)N2CCCCC2)cc1S(=O)(=O)Nc1cccc(C(=O)O)c1 was read as POLI inh -17%, ALOX12 inh 0%, Pol kappa inh -9%, Pol beta inh 19%, BLM helicase inh -7%, TRHR ag 0.1, APE1 inh -4% and Anesthetic bind -5%.
For COc1cccc(/C=N/NC(=O)Cn2cnc3c2c(=O)n(C)c(=O)n3C)c1 the results were POLI inh 151%[activator], ALOX12 inh inactive, Pol kappa inh -2%, Pol beta inh 1%, BLM helicase inh -2%, TRHR ag 1.0, APE1 inh 10%, Anesthetic bind -10% and ERG-DNA inh 0%.
NC(=O)Nc1ccc(C(=O)OCC(=O)N2CCCC2=O)cc1 was read as POLI inh 24%, ALOX12 inh 16%, Pol kappa inh -24%, TRHR ag -0.3, APE1 inh -1% and ERG-DNA inh 1%.
For Cc1c(C(=O)O)oc2ccc(S(=O)(=O)NC3CCCCCCC3)cc12 the results were POLI inh -21%, ALOX12 inh -21%, Pol kappa inh -10%, Pol beta inh 27%, BLM helicase inh 0%, TRHR ag 0.1, APE1 inh 1%, Anesthetic bind -9% and ERG-DNA inh -4%.
For CCCCSCCCNC(=O)c1cn(CC)c2ccc(S(=O)(=O)N(C)C3CCCCC3)cc2c1=O the results were POLI inh 12%, ALOX12 inh inconclusive, Pol kappa inh -16%, Pol beta inh -23%, BLM helicase inh -15%, TRHR ag 2.4, Anesthetic bind inconclusive and ERG-DNA inh -9%.
Screening CC(=O)c1cccc(NC(=O)CSc2nnc(C(C)N(C)C)n2Cc2ccccc2)c1 (stereo not given) returned POLI inh 38%[activator], ALOX12 inh 3%, Pol kappa inh 7%, Pol beta inh 11%, BLM helicase inh -2%, TRHR ag -0.6, APE1 inh 18%, Anesthetic bind -3% and ERG-DNA inh -7%.
CCCC1CC(CSC(=N)N)OC1=O (stereo not given) was read as POLI inh 14%, ALOX12 inh -14%, Pol kappa inh -4%, Pol beta inh 49%, BLM helicase inh -4%, TRHR ag -0.1, APE1 inh 18%, Anesthetic bind -16% and ERG-DNA inh -7%.
CC(=O)Nc1cccc(NC(=O)CSc2ccc(-c3sc(-c4ccccc4)nc3C)nn2)c1 was read as POLI inh inconclusive, ALOX12 inh -14%, Pol kappa inh inconclusive, Pol beta inh 5.6µM*, BLM helicase inh -3%, TRHR ag 1.6, Anesthetic bind -6% and ERG-DNA inh -2%.
Screening COc1cc(SC)ccc1C(=O)NCCOc1ccc(C)c(C)c1 returned POLI inh 13%, ALOX12 inh -7%, Pol kappa inh 4%, Pol beta inh -2%, BLM helicase inh -4%, TRHR ag 0.3, APE1 inh -5%, Anesthetic bind -1% and ERG-DNA inh 24%.

Quoted at random: four entries already listed
Screening CCCn1nc(NS(=O)(=O)c2cccc3nonc23)c2cc3cccc(C)c3nc21 returned POLI inh inconclusive, ALOX12 inh -11%, Pol kappa inh -15%, Pol beta inh 15%, BLM helicase inh -3%, TRHR ag -0.7, APE1 inh -17%, Anesthetic bind inconclusive and ERG-DNA inh 13%.
Cc1ccc2c(c1)c1c(n2CC2COC(C)(C)O2)C(=O)CCC1 (stereo not given) was read as POLI inh 16%, ALOX12 inh inconclusive, Pol kappa inh -11%, Pol beta inh -23%, BLM helicase inh -6%, TRHR ag 0.3, APE1 inh 5%, Anesthetic bind -4% and ERG-DNA inh -2%.
For CCCCSCCCNC(=O)c1cn(CC)c2ccc(S(=O)(=O)N(C)C3CCCCC3)cc2c1=O the results were POLI inh 12%, ALOX12 inh inconclusive, Pol kappa inh -16%, Pol beta inh -23%, BLM helicase inh -15%, TRHR ag 2.4, Anesthetic bind inconclusive and ERG-DNA inh -9%.
For O=C(Nc1cccc(NC(=O)c2cccc(Cl)c2)c1)c1cccnc1 the results were POLI inh 40%[activator], ALOX12 inh -8%, Pol kappa inh 7%, Pol beta inh -2%, BLM helicase inh -8%, TRHR ag -0.3, APE1 inh 31%, Anesthetic bind 1% and ERG-DNA inh -5%.

Only part of the results is shown (hit frequency here may not be typical).
